MEKK2 WT-MEK5: modulators of MEK5 binding to wildtype MEKK2, primary screen, biochemical, multiplex bead flow cytometry, Alexa488-MEK5 | binding response (% of control), % at 10 µM | AID 1531, 2009 | Mitogen-activated protein kinase kinase kinase 2 (Homo sapiens), Q9Y2U5 | Alexa488-MEK5 binding to MEKK2 WT; actives lie on both sides | 290,000 tested, 1.1% active; in the data active = binding response below about 67% or above about 130%
UBC9 SUMO inh: inhibitors of in vitro SUMOylation cascade, primary screen, biochemical, HTRF, uHTS | SUMO-conjugating enzyme UBC9 (Homo sapiens), P63279 | HTRF SUMOylation assay, SAE1/SAE2 + UBC9 | inhibition, % at 35 µM | 290,000 tested, 0.36% active | AID 2006, 2009; in the data active = inhibition above about 50%, passing the limit was not always enough; note: strong numbers were not always called active
Target sequence (P63279 whole entry, looked up): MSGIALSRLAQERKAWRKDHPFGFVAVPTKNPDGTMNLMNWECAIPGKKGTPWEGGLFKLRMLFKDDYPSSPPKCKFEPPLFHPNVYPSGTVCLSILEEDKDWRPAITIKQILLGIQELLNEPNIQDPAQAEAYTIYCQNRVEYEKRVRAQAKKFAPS
NS3 helicase inh: inhibitors of HCV NS3 helicase, primary screen, biochemical, Cy5 molecular beacon fluorescence; inhibition, % at 10.9 µM; 290,000 tested, 0.56% active; Hepatitis C virus NS3 helicase; AID 1800, 2009; NS3 helicase DNA unwinding;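 active = inhibition above the mean of all tested compounds plus 3 SD, set per campaign, cut at about 35% in these data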;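 note: 0% = DMSO wells and 100% = thioflavine S control wells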
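assay system = NS3 helicase fragment of HCV | buffer or medium = MOPS pH 6.5, MgCl2, DTT, Tween20, BSA | timing = 60 min unwinding reaction at 25 °C after ATP addition | signal = Cy5 beacon fluorescence read at start and 1 h | read-out basis = % inhibition of unwinding | control set = low DMSO, high thioflavine S at 110 µM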
M18AAP inhibitor: PfM18AAP inhibitors, malaria aminopeptidase, primary screen, biochemical, QFRET, recombinant enzyme. inhibition, % at 7.35 µM. 290,000 tested, 1.2% active. M18 aspartyl aminopeptidase (Plasmodium falciparum 3D7). H-Glu-NHMec fluorogenic cleavage;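 active = inhibition above the campaign mean inhibition over all tested compounds plus 3 SD, cut at about 28% in these data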;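 note: 0% = plate median of test compound wells and 100% = 2 mM ZnCl2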
FID counter: compounds displacing fluorescent DNA intercalator, primary screen, artefact control for HCV NS3 helicase inhibitor project, biochemical, FID fluorescence; DNA fluorescent intercalator displacement; inhibition, % at 7.9 µM; 290,000 tested, 0.17% active; AID 1845, 2009; in the data active = inhibition above about 37%;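 note: 0% = vehicle and 100% = reference compound; higher means more ethidium bromide displaced from hairpin DNA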
NALP1 yeast inh: NALP1 inflammasome inhibitors in reconstituted yeast, colorimetric, S. cerevisiae, triplicate retest; S. cerevisiae NALP1/ASC/caspase-1 growth, X-gal OD620, 72 h; inhibition, % at 10 µM; 280,000 tested, 0.61% active; AID 2071, 2009; in the data active = inhibition mostly above about 24%, no sharp cut-off; inactive = mostly below about 32%; note: some compounds called inactive have numbers as strong as hits
VIM-2 inh: VIM-2 metallo-beta-lactamase inhibitors, primary screen, biochemical, epi-absorbance readout, Pseudomonas aeruginosa enzyme | purified VIM-2, nitrocefin hydrolysis, epi-absorbance fluorescence | inhibition, % at 5.6 µM | 290,000 tested, 0.89% active;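 active = inhibition above the mean of all tested compounds plus 3 SD, cutoff set per screening run, cut at about 7.5% in these data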;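 note: red hydrolysis product quenches plate fluorescence so inhibitors raise well fluorescence; 0% = enzyme with DMSO and 100% = DMSO without enzyme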
IMP-1 inh: IMP-1 metallo-beta-lactamase inhibitors, primary screen, biochemical, epi-absorbance readout, Pseudomonas aeruginosa enzyme | metallo-beta-lactamase IMP-1 (Pseudomonas aeruginosa) | purified IMP-1, nitrocefin hydrolysis, epi-absorbance fluorescence | inhibition, % at 5.6 µM | 290,000 tested, 0.45% active | AID 1556, 2009;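 active = inhibition above the mean plus 3 SD of all compounds in the same screening run, cut at about 4.5% in these data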;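 note: 0% = IMP-1 with DMSO and 100% = DMSO wells lacking enzyme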
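assay system = purified recombinant IMP-1 metallo-beta-lactamase enzyme | schedule = 15 min preincubation plus 25 min reaction at 25 °C | signal = Epi-absorbance fluorescence, 480 nm excitation, 530 nm emission | read-out basis = percent inhibition from optical density relative to buffer-blank wells | controls = IMP-1 with DMSO as 0%, enzyme-free DMSO as 100%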
MEKK2 mut-MEK5: MEK5 binding signal on mutant MEKK2 PB1, primary screen, biochemical, multiplex bead flow cytometry, Alexa488-MEK5 | Alexa488-MEK5 binding to MEKK2 mutant | percent response, % at 10 µM | 290,000 tested, 0.35% active | AID 1530, 2009; in the data active = percent response above about 24%, passing the limit was not always enough; note: inactives centre near 1; some results filed as inactive read as strong as hits
An asterisk follows results filed as active; nt = no result given.

1	CN(C)c1ccc(NC2=C(Cl)C(=O)c3ccccc3C2=O)cc1
2	CC(=O)N1c2ccc(S(=O)(=O)NCCC(=O)NCCc3ccc(Cl)cc3)cc2CC1C (centres undefined)
3	COC(=O)c1nnn(CC(=O)Nc2cccc(Cl)c2C)c1C(=O)OC
4	CCC(C(=O)c1ccc2ncccc2c1)c1ccccc1 (centres undefined)
5	COc1cccc(/C=C/C(=O)N2CCN(c3ccccn3)CC2)c1
6	COc1ccc(C(OCC2CO2)c2ccc(OC)cc2)cc1 (centres undefined)
7	Cc1nc2c3ccccc3n(CCN3CCCCC3)c2s1
8	Cc1ccc(-c2noc(CN(C(=O)C34CC5CC(CC(C5)C3)C4)C(C)C)n2)cc1

compound no.	1	2	3	4	5	6	7	8
NALP1 yeast inh	19	8	-7	3	13	22	10	15
UBC9 SUMO inh	-8	16	12	3	-4	-4	5	-2
M18AAP inhibitor	-15	-5	4	4	3	-7	-1	11
VIM-2 inh	-4.6	-2.1	-4.5	-4.4	-0.4	-0.7	-2.3	1.1
NS3 helicase inh	-19	6	5	-3	-1	2	0	4
MEKK2 mut-MEK5	0	4	3	21	-11	-4	nt	5
IMP-1 inh	-5.9	-4.1	-3.9	-4.2	-2.4	-2.6	-2.9	-2.6
FID counter	4	-43	-3	-12	-36	-6	4	6
MEKK2 WT-MEK5	97	104	115	114	89	101	nt	104

Complete entries, quoted from the list. Order of values: NALP1 yeast inh | UBC9 SUMO inh | M18AAP inhibitor | VIM-2 inh | NS3 helicase inh | MEKK2 mut-MEK5 | IMP-1 inh | FID counter | MEKK2 WT-MEK5
COc1cccc(/C=C/C(=O)N2CCN(c3ccccn3)CC2)c1 is entered as 13 | -4 | 3 | -0.4 | -1 | -11 | -2.4 | -36 | 89
CN(C)c1ccc(NC2=C(Cl)C(=O)c3ccccc3C2=O)cc1 is entered as 19 | -8 | -15 | -4.6 | -19 | 0 | -5.9 | 4 | 97
COC(=O)c1nnn(CC(=O)Nc2cccc(Cl)c2C)c1C(=O)OC is entered as -7 | 12 | 4 | -4.5 | 5 | 3 | -3.9 | -3 | 115
COc1ccc(C(OCC2CO2)c2ccc(OC)cc2)cc1 (centres undefined) is entered as 22 | -4 | -7 | -0.7 | 2 | -4 | -2.6 | -6 | 101
CCC(C(=O)c1ccc2ncccc2c1)c1ccccc1 (centres undefined) is entered as 3 | 3 | 4 | -4.4 | -3 | 21 | -4.2 | -12 | 114

Gathered by group: the compounds so far with a carbonyl joined to an NH by a bond outside any ring (2)
2	CC(=O)N1c2ccc(S(=O)(=O)NCCC(=O)NCCc3ccc(Cl)cc3)cc2CC1C (centres undefined)
3	COC(=O)c1nnn(CC(=O)Nc2cccc(Cl)c2C)c1C(=O)OC

compound no.	2	3
NALP1 yeast inh	8	-7
UBC9 SUMO inh	16	12
M18AAP inhibitor	-5	4
VIM-2 inh	-2.1	-4.5
NS3 helicase inh	6	5
MEKK2 mut-MEK5	4	3
IMP-1 inh	-4.1	-3.9
FID counter	-43	-3
MEKK2 WT-MEK5	104	115

The results go on:
9	O=C(Nc1nnc(SCC(=O)N2CCCCC2)s1)c1cccs1
10	CCc1nnc(SCC(=O)Nc2ccccc2)nc1CC
11	Cc1cccc(N(C)C(=O)c2cc3cc4ccc(C)cc4nc3o2)c1
12	CC(=O)c1cccc(NC(=O)c2ccc(N(Cc3ccccc3)S(C)(=O)=O)cc2)c1
13	COc1ccc(C(CC(=O)Nc2ccc(C)cn2)N2Cc3ccccc3C2=O)cc1 (centres undefined)
14	COc1cccc(N(C(=O)CNC(=O)c2ccco2)C(C(=O)NC2CCCC2)c2ccncc2)c1 (centres undefined)
15	Cc1cccc(NC(=S)N(CCc2nc3cc(C)c(C)cc3[nH]2)Cc2cccnc2)c1
16	COc1ccccc1NS(=O)(=O)c1cccc(C(=O)N/N=C/c2ccccc2OCC(=O)O)c1

compound no.	9	10	11	12	13	14	15	16
NALP1 yeast inh	2	2	36	44	12	5	1	-15
UBC9 SUMO inh	12	-1	13	0	3	18	6	10
M18AAP inhibitor	-11	-6	3	-12	-7	1	4	8
VIM-2 inh	2.4	-1.8	-3.2	-0.1	-1.1	-1.4	-2.1	-3.5
NS3 helicase inh	0	0	27	-2	-1	-2	1	11
MEKK2 mut-MEK5	2	10	4	-3	10	-8	2	-4
IMP-1 inh	-4.1	-2.1	-1.3	-2.1	-2.1	-1.6	-2.5	-2.7
FID counter	0	-4	2	-12	-30	-24	-6	-33
MEKK2 WT-MEK5	105	110	103	104	110	93	105	98

3 entries from above, sorted by heavy-atom count, high to low:
14	COc1cccc(N(C(=O)CNC(=O)c2ccco2)C(C(=O)NC2CCCC2)c2ccncc2)c1 (centres undefined)
15	Cc1cccc(NC(=S)N(CCc2nc3cc(C)c(C)cc3[nH]2)Cc2cccnc2)c1
10	CCc1nnc(SCC(=O)Nc2ccccc2)nc1CC

compound no.	14	15	10
NALP1 yeast inh	5	1	2
UBC9 SUMO inh	18	6	-1
M18AAP inhibitor	1	4	-6
VIM-2 inh	-1.4	-2.1	-1.8
NS3 helicase inh	-2	1	0
MEKK2 mut-MEK5	-8	2	10
IMP-1 inh	-1.6	-2.5	-2.1
FID counter	-24	-6	-4
MEKK2 WT-MEK5	93	105	110

(continued)
17	COc1cccc(NC2=NC3(CCCCC3)N=C(N)N2)c1
18	COC(=O)CSc1nc(N2CCCCC2)c2c(c1C#N)CCCC2
19	COc1cccc(CN2CCNC(=O)C2CC(=O)N(C)CC2CCOCC2)c1 (centres undefined)
20	Cn1c(OCc2ccc3c(c2)OCO3)nc2c1c(=O)n(Cc1ccc(Cl)c(Cl)c1)c(=O)n2C
21	COc1ccc(NC(=O)c2ccc(NC3=NC4CS(=O)(=O)CC4S3)cc2)cc1 (centres undefined)
22	Cc1nn(C)c(C)c1C1C(C#N)=C(N)OC2=C1C(=O)CCC2 (centres undefined)
23	CC1=NOC(=O)/C1=C\c1ccc(-c2ccccc2Br)o1

compound no.	17	18	19	20	21	22	23
NALP1 yeast inh	15	9	16	3	-1	23	0
UBC9 SUMO inh	7	-3	-11	-7	6	11	38
M18AAP inhibitor	-1	-1	13	7	6	-8	-4
VIM-2 inh	-3.2	0.5	-0.4	-9.4	-4.1	-2.4	-2.1
NS3 helicase inh	4	-2	0	2	47*	9	23
MEKK2 mut-MEK5	1	4	5	nt	-1	1	12
IMP-1 inh	3.6	-3.9	-1.9	-1.8	-3.4	-3.4	-1.4
FID counter	0	-4	-14	-4	-5	-4	1
MEKK2 WT-MEK5	103	111	105	nt	100	99	110

Screening data deposited in PubChem BioAssay by several laboratories.
